Source: PubChem BioAssay
E-selectin induc = E-selectin induction on HUVECs | P16581 | HUVEC E-selectin immunofluorescence imaging; normalized: neutral wells 0, TNF-alpha wells 100 | activation, % at 7.58 µM | hit rate 0.37% among 260,000 | AID 686992;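 active = mean E-selectin-positive cell signal at least 10% of the positive control, reached in at least 60% of replicates, without over 20% cell loss; inconclusive = no rule given, readout overlaps actives, possibly toxicity-flagged; inactive = the rest, including those meeting only one limit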;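 note: in these data hits start at about 27%; measured in HUVEC primary endothelial cells; signal is the percent of cells scored E-selectin positive by PE staining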
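System: HUVEC, human umbilical vein endothelial cells; quantity: 3,000 cells/well; buffer or medium: EGM-2 medium, gelatin-coated wells; dosing: single-point compound dose; detection: immunofluorescence imaging; evaluation: % PE-positive cells; benchmarks: TNF-alpha, DMSO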
ERp5 block = blocks human ERp5 reductase activity on insulin | Q15084 | ERp5 insulin aggregation, absorbance 650 nm, 90 min | inhibition, % at 9.99 µM | hit rate 0.05% among 350,000;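 active = mean replicate inhibition above about 25%, with every replicate also reaching it, limit read from the data, passing the limit was not always enough; inconclusive = only one of those two criteria met; inactive = neither criterion met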
Target sequence (Q15084 whole entry, looked up): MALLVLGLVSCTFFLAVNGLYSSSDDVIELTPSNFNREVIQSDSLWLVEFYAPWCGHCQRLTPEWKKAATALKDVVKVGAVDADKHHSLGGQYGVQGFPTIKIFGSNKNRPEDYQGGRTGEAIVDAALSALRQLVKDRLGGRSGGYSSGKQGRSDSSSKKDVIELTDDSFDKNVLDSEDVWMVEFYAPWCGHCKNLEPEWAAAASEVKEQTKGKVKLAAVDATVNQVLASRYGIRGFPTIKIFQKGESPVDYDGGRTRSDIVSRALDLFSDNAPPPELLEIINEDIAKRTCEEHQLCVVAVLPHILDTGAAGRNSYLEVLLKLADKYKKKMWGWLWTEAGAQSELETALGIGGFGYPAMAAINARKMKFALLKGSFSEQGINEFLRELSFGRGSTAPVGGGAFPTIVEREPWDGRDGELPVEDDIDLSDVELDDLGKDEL
CASP6 VEID inh = caspase-6 (human) enzyme inhibition | hit rate 0.53% among 350,000 | inhibition, % at 12.5 µM | P55212 | purified caspase-6, Z-VEID-R110 cleavage fluorescence;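 active = mean inhibition across replicates at least about 35%, with every replicate also reaching that limit, limit read from the data; inconclusive = only one of the two criteria met; inactive = neither criterion met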;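 note: 0% = median of neutral control wells and 100% = no fluorescence left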
RAD54 inh = RAD54 (human) branch migration inhibition; RAD54 Holliday junction branch migration, FAM/BHQ fluorescence; inhibition, % at 10.4 µM; hit rate 0.14% among 360,000; AID 602329;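 active = mean normalized replicate activity at least 40 and at least half of replicates scoring 40 or more; inconclusive = only one of the two criteria met; inactive = mean below 40 and under half of replicates reaching 40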;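 note: 0% = median of neutral control wells and 100% = median of positive control wells; inhibitors cause a drop in the FAM fluorescence signal; in these data hits start at about 50%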
RAD52 anneal inh = inhibitors of human RAD52 DNA annealing; P43351; recombinant RAD52 DNA annealing, FRET fluorescence; inhibition, % at 18.7 µM; hit rate 0.46% among 360,000; AID 651710;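 active = every replicate showing at least 50% inhibition; inconclusive = mean inhibition at least 50% but not in every replicate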
Target sequence (P43351 whole entry, looked up): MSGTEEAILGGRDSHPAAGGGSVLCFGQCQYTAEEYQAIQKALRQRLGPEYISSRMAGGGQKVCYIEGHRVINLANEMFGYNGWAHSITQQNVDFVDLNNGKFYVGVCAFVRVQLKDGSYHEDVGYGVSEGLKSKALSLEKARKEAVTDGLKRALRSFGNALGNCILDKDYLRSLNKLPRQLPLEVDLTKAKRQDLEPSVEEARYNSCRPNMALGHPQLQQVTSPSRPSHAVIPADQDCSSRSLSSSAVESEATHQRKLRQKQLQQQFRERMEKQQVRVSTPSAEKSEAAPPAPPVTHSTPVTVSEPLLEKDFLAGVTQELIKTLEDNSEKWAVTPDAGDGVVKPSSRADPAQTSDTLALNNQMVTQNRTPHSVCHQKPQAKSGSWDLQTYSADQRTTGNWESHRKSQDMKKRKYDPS
ARNT-TACC3 inh = disrupts binding between human ARNT and TACC3 | AlphaScreen His-ARNT PAS-B/GST-TACC3 binding, luminescence; TACC3 fragment carries E629A point mutation | hit rate 0.66% among 390,000 | Q9Y6A5 | inhibition, % at 9.99 µM;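 active = mean inhibition of replicates at least 50% and at least half of replicates each reaching 50%; inconclusive = half or more replicates reach 50% but mean below 50%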;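 note: 0% = complete ARNT plus TACC3 wells and 100% = ARNT alone without TACC3; many hits fall short of the cut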
PglD DTNB = blocks C. jejuni PglD acetyltransferase activity; purified PglD enzyme, DTNB colorimetric CoA detection; inhibition, % at 12.5 µM; hit rate 0.098% among 360,000; AID 602405; in the data active = inhibition above about 16%, passing the limit was not always enough; inconclusive = no clear call, values can overlap the other calls; note: strong numbers were not always called active
esBAF inh = blocks esBAF chromatin remodeling in mouse ES cells | Bmi1-luciferase knock-in reporter, 24 h; 100% = twice the neutral-well signal | reporter increase, % at 12.5 µM | hit rate 2% among 350,000; in the data active = activation above about 40%; inconclusive = no clear call, values can overlap the other calls;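 note: 0% = median of the plate's neutral control wells and 100% = double that signal; a rise in the Bmi1 reporter signal indicates esBAF inhibition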
Active calls of the source: *; ? = inconclusive; · = not tested or not shown; & = joins results of further samples. Not a hit list. About 3.2% of those tested had a hit in this group.

SMILES | E-selectin induc | ERp5 block | CASP6 VEID inh | RAD54 inh | RAD52 anneal inh | ARNT-TACC3 inh | PglD DTNB | esBAF inh
CC(=O)NC(CC(=O)N(C)Cc1cccc(Cl)c1Cl)c1ccccc1 (stereo not given) | 2.0 | 1 | 2 | 1 | -15 | 3 | 7 | 0
CCC(C)(C)n1nnnc1CN1CCc2ccccc21 | · | · | · | 2 | · | -12 | 0 | -6
CCn1c(Oc2cccc(Br)c2)nc2c1c(=O)n(C)c(=O)n2C | 0.3 | 2 | 1 | 1 | -2 | -7 | 1 | -6
CC(=O)c1cccc(NC(=O)c2cc(=O)[nH]c3ccc(S(=O)(=O)N4CCOCC4)cc23)c1 | -0.1 | 0 | 1 | 3 | 6 | 7 | -5 | 0
COc1ccc(S(=O)(=O)N(C)C[C@@H]2OCCCC[C@H](C)Oc3ccc(NC(=O)Cc4ccccc4)cc3C(=O)N([C@@H](C)CO)C[C@@H]2C)cc1 | 0.1 | 3 | -1 | 1 | -62 | 6 | 0 | 2
COc1ccc(S(=O)(=O)N(C)C[C@H]2Oc3ccc(NC(=O)Nc4ccccc4)cc3C(=O)N([C@H](C)CO)C[C@@H]2C)cc1 | 0.1&0.1 | 0&7 | -1&0 | 1&3 | -7&-5 | 9&3 | 2&-2 | 6&9
COc1ccc(CNC(=O)[C@@H](NC(=O)C2CCN(S(=O)(=O)c3ccc(C)cc3)CC2)C(C)C)cc1OC | 0.2 | 4 | -1 | 2 | -4 | -14 | -4 | 2
COc1ccccc1/C=C/C(=O)NC(=S)Nc1ccc(S(=O)(=O)N(C)c2ccccc2)cc1 | · | · | · | -1 | · | -13 | -9 | -12
O=C(COC(=O)COc1ccc2c(c1)CCC2)Nc1ccccc1C(F)(F)F | -0.3 | -1 | -2 | 4 | -4 | 0 | 3 | 2
Cc1noc(C)c1NC(=O)N(C)C[C@@H]1Oc2c(NC(=O)c3nc4ccccc4s3)cccc2C(=O)N([C@@H](C)CO)C[C@H]1C | 0.1 | -3 | -1 | 7 | -4 | -9 | -4 | 3
CCOC(=O)c1c(NC(=O)CSc2nc3c(c(=O)n(C)c(=O)n3C)n2CC)sc(C)c1C | · | · | · | 10 | · | -3 | 1 | -9
CCN1CNC(=S)N(c2cc(C)ccc2C)C1 | · | · | · | 4 | · | -22 | -5 | -8
CN(C)Cc1cn(CC[C@H]2CC[C@H](NC(=O)Cc3cccnc3)[C@@H](CO)O2)nn1 | -0.1 | 1 | 0 | -4 | 1 | · | 0 | -5
CCOC(=O)C(Cc1c[nH]c2ccc([N+](=O)[O-])cc12)(NC(C)=O)C(=O)OCC | · | -5 | 0 | -9 | -8 | 6 | -3 | 1
CCCC(C)c1nnc(NC(=O)C2CC(=O)N(c3ccc(OCC)cc3)C2)s1 (stereo not given) | · | 2 | -4 | 4 | 6 | · | -3 | -5
O=C(CCC1CCCCC1)NC1CCCCC1 | · | 0 | 11 | 1 | -7 | -23 | 0 | 3
Cc1cc(OCC(=O)N2CCN(c3ccccn3)CC2)cc(C)c1Br | -0.1 | -2 | 2 | 10 | 2 | -4 | -6 | 3
NC(=O)C1CCN(C(=O)N2c3ccccc3Sc3ccccc32)CC1 | · | 1 | 0 | 5 | -10 | -7 | 6 | -2
COC(=O)C1=C(C)N(Cc2ccccc2)C(=NCC(C)C)N[C@H]1c1cccc(F)c1 | -0.1 | -1 | -1 | 11 | -4 | -4 | -6 | -7
O=C(NC1CCCC1)C(c1ccccc1)N(C(=O)c1ccno1)c1cccnc1 (stereo not given) | · | · | · | -4 | · | -6 | 1 | 3
O=C(N[C@@H]1CC[C@H](CCNC(=O)C2CCC2)O[C@H]1CO)c1ccccn1 | -0.3 | -6 | -5 | -8 | 9 | · | 16 | -5
O=S(=O)(c1ccccc1)N1CC2(C1)[C@H](c1ccccc1)[C@@H](CO)N2CC1CCCC1 | -0.4 | 1 | 0 | · | 0 | · | · | ·
COc1ccc(NC(=O)c2nc[nH]c2C(=O)N2CCN(C(=O)OC(C)(C)C)CC2)cc1 | -0.1 | -2 | 0 | 3 | 7 | -6 | -6 | 3
C[C@@H]1CN([C@H](C)CO)S(=O)(=O)c2ccc(-c3cncnc3)cc2O[C@@H]1CN(C)Cc1cccnc1 | 2.9 | -4 | 2 | 8 | -3 | -1 | -1 | -3

The final five entries of the part before lead into the next.
SMILES | E-selectin induc | ERp5 block | CASP6 VEID inh | RAD54 inh | RAD52 anneal inh | ARNT-TACC3 inh | PglD DTNB | esBAF inh
O=C(NC1CCCC1)C(c1ccccc1)N(C(=O)c1ccno1)c1cccnc1 (stereo not given) | · | · | · | -4 | · | -6 | 1 | 3
O=C(N[C@@H]1CC[C@H](CCNC(=O)C2CCC2)O[C@H]1CO)c1ccccn1 | -0.3 | -6 | -5 | -8 | 9 | · | 16 | -5
O=S(=O)(c1ccccc1)N1CC2(C1)[C@H](c1ccccc1)[C@@H](CO)N2CC1CCCC1 | -0.4 | 1 | 0 | · | 0 | · | · | ·
COc1ccc(NC(=O)c2nc[nH]c2C(=O)N2CCN(C(=O)OC(C)(C)C)CC2)cc1 | -0.1 | -2 | 0 | 3 | 7 | -6 | -6 | 3
C[C@@H]1CN([C@H](C)CO)S(=O)(=O)c2ccc(-c3cncnc3)cc2O[C@@H]1CN(C)Cc1cccnc1 | 2.9 | -4 | 2 | 8 | -3 | -1 | -1 | -3
NC(=O)NC(=O)COC(=O)c1ccccc1OCc1ccc(F)cc1 | -0.8 | 4 | -1 | 5 | -3 | -2 | -3 | -1
CN(c1ccccc1)S(=O)(=O)c1cccc(C(=O)NCCc2ccc(O)c(O)c2)c1 | 0.1 | 8 | 4 | · | -3 | 9 | · | ·
CCN(CC)CCOC(=O)c1ccc(NC(=O)COc2cc(=O)n(CC)c3ccccc23)cc1 | · | 1 | 1 | 3 | -10 | -2 | -5 | 1
CCCCSCCCNC(=S)Nc1ccccc1C | 0.2 | -2 | -1 | 7 | 3 | -2 | 4 | -1
CC(CCc1ccccc1)NCC(O)c1ccc(O)c(C(N)=O)c1 (stereo not given) | 0.0 | 2 | · | 7 | -7 | -2 | -1 | 1
C[C@H]1CN([C@@H](C)CO)C(=O)Cc2cc(NC(=O)Cc3ccccc3)ccc2O[C@@H]1CN(C)C | · | -6 | -4 | 15 | 3 | -12 | -4 | -1
CCc1ccc(C2=NN(S(C)(=O)=O)C(c3cccs3)C2)cc1 (stereo not given) | · | · | · | -22 | · | -5 | 10 | 32
CCOc1cccc(CNc2nnnn2C)c1 | 0.0 | 4 | 0 | -10 | -10 | -14 | -6 | -2
COc1ccc(O)c(/C=N/Nc2nc3ccccc3[nH]2)c1 | ? | -3 | 6 | · | 14 | -13 | · | ·
C[C@@H]1CN([C@H](C)CO)C(=O)c2cc(NC(=O)c3ccccc3)ccc2O[C@@H](C)CCCCO[C@H]1CN(C)C(=O)C1CCCCC1 | 0.1 | 6 | -6 | 3 | 0 | 0 | 0 | 6
NC(=O)C1CCN(CC(=O)Nc2ccccc2Sc2ccc(Cl)cc2)CC1 | · | -3 | 1 | -1 | 1 | 3 | 8 | ·
CC(=O)c1ccc(OC2(C)CCN(Cc3ccc(C)cc3)C2)cc1 (stereo not given) | 0.0 | 1 | 1 | -9 | -10 | · | 5 | 0
Cc1cc2nc3c(nc2cc1C)C1(C(=O)O)CCC3(C)C1(C)C (stereo not given) | · | · | · | 3 | · | -11 | 9 | 3
COCC(=O)N(C)C[C@H]1Oc2cc(C#CC(C)C)ccc2S(=O)(=O)N([C@H](C)CO)C[C@H]1C | 1.6 | -3 | 2 | -7 | 0 | 1 | -3 | 6
Nc1nc(CN2CCOCC2)cs1 | · | · | · | 0 | · | 13 | -6 | -15
O=C(/C=C/c1ccccc1)NNC(=O)c1ccco1 | 0.0 | -3 | 5 | -8 | -5 | -3 | 1 | 16
CCCCn1c(Nc2ccc(OC)cc2)nc2ccccc21 | · | 0 | -2 | -1 | -3 | 15 | -2 | -5
O=S(=O)(c1cccc2cnccc12)N1CCNCC1 | 1.4 | 5 | -1 | 0 | -19 | -7 | 7 | -8
Cc1cc(S(=O)(=O)N2CCCOC2CNC(=O)C(=O)NCCCN2CCOCC2)ccc1F (stereo not given) | · | -4 | -2 | -5 | -5 | -2 | -3 | -4
CC(=O)Nc1ccccc1C(=O)C(=O)Nc1cccc(C(=O)NCc2ccccc2)c1 | 0.0 | 0 | -5 | -5 | -6 | -2 | -1 | 10
O=C(CN(C(=O)CCC(=O)Nc1ccccn1)C1CCCC1)NCc1ccc(F)cc1 | · | 1 | 2 | 2 | -11 | 5 | 16 | -5
CCc1c(C)c(C#N)c2nc3ccccc3n2c1N(C)C | · | · | · | -4 | · | -1 | 0 | -4
O=C(NNC(=S)Nc1ccccc1)Nc1ccccc1 | · | 5 | 1 | · | -10 | -4 | · | ·
CCCOc1ccc(C(=O)NCCc2ccccc2)cc1 | 0.1 | 1 | -2 | -4 | -14 | · | -5 | -19
C[C@H]1CN([C@@H](C)CO)C(=O)c2cccc(NC(=O)C3CCOCC3)c2O[C@@H]1CN(C)CC1CCCCC1 | 0.8 | -5 | -1 | -6 | 7 | 0 | -4 | -5
O=C(NCc1ccc(F)cc1)[C@H]1N[C@H]2c3ccc(-c4ccccc4)c(=O)n3C[C@H]2[C@@H]1CO | -0.2 | -3 | 0 | -12 | -10 | -2 | 0 | 3
C[C@@H]1CN([C@H](C)CO)C(=O)c2cc(NC(=O)CCC(F)(F)F)ccc2O[C@@H]1CN(C)S(=O)(=O)c1ccc(Cl)cc1 | 0.9 | 1 | 4 | -9 | 10 | -11 | -1 | 6
CCCCCSc1nncc(=O)[nH]1 | · | · | · | 7 | · | 5 | -1 | 5
O=C(O)c1ccccc1S(=O)(=O)NCC(O)COC1CCCCC1 (stereo not given) | · | · | · | 3 | · | -4 | 1 | -3
COc1cccc(C2=CC(c3cccc(OC)c3OC)n3nnnc3N2)c1 (stereo not given) | · | · | · | 4 | · | 10 | 8 | 47*
O=C(NCc1ccccc1Cl)C1(S(=O)(=O)c2ccc(Cl)cc2)CC1 | · | 1 | 4 | -4 | -10 | 4 | -1 | -7
COc1cc2c(cc1OC)CN(CC(=O)NC(=O)NCc1ccccc1)CC2 | -0.8 | -3 | 3 | -4 | -25 | -1 | 3 | -1
Cn1c(=O)c2c(-c3ccc(C(C)(C)C)cc3)n(CC3CCCO3)cc2n(C)c1=O (stereo not given) | · | · | · | 3 | · | 5 | 2 | 1
CCOC(=O)c1c(NC(=O)CN2C(=O)NC3(CCCCC3C)C2=O)sc(C)c1C (stereo not given) | -0.1 | · | · | -1 | · | -3 | 0 | ·
Cc1cccc(OCC2CCCN(Cc3nc(C4CC4)no3)C2)c1 (stereo not given) | 0.0 | -11 | 0 | -4 | -10 | -9 | -3 | -6
Cc1ccccc1OCC(O)Cn1nnc2ccccc21 (stereo not given) | · | · | · | -10 | · | -4 | -2 | 65*
CCOC(=O)N1CCN(CCC(=O)c2ccc(Br)cc2)CC1 | 0.0 | 3 | 5 | 1 | -7 | -5 | 4 | -3

Entries listed so far marked active in esBAF inh.
compound,ERp5 block,CASP6 VEID inh,RAD52 anneal inh,ARNT-TACC3 inh,PglD DTNB,esBAF inh
COc1cccc(C2=CC(c3cccc(OC)c3OC)n3nnnc3N2)c1 (stereo not given),·,·,·,10,8,47*
Cc1ccccc1OCC(O)Cn1nnc2ccccc21 (stereo not given),·,·,·,-4,-2,65*
